T cell HTS: modulators of CD8 T cell-vesicle binding, primary screen, mouse 2C CD8+ T cells, flow cytometry | hit rate 0.068% among 330,000 | AID 2052, 2009 | 2C CD8+ T cell-vesicle binding; stronger effect = lower value | calls only at 7 µM;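 active = response, share of CD8 T cells binding vesicles, and their 90th percentile fluorescence all below set limits, cut at about 80% in these data, passing the limit was not always enough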
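Material: 2C TCR transgenic mouse naive CD8+ T cells, MACS-purified. Also added: QL9-charged Drosophila Ld/ICAM-1/B7-1 vesicles. Timing: binding 1.5 h at 37 °C. Measured by: high-throughput flow cytometry with anti-B7-1 and anti-CD8 staining. Read-out: percent CD8+ FL2 mean versus row control. Controls: Unloaded micro-vesicles (low), QL9 vesicles with 0.7% DMSO (high).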
Lipid droplet: inhibitors of hepatocyte lipid droplet formation, primary screen, imaging, high-throughput imaging, BODIPY stain; AML12 mouse hepatocytes, oleate lipid droplets; inhibition, % at 6.5 µM; hit rate 0.4% among 240,000; AID 1656, 2009;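 active = lipid droplet intensity inhibited by at least 50%, with more than 500 cells counted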
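Test system: AML12 mouse liver cells; schedule: overnight exposure; technique: high-content imaging of BODIPY-stained droplets and DAPI nuclei; read-out: % inhibition of corrected integrated BODIPY droplet signal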
PhoP inhibition: inhibitors of PhoP regulon expression, primary screen, Salmonella Typhimurium, GFP reporter (AID 1863). S. Typhimurium PhoP-regulated promoter GFP reporter, 4 h; higher % means a stronger effect. inhibition, % at 50 µM, or IC50 in µM where a hit was titrated. hit rate 0.16% among 300,000;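 active = inhibition over 29.93%, a cutoff 3 SD above the screen mean, later confirmed by dose response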;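 also: 0% = low Mg2+ inducing control and 100% = high Mg2+ repressing control; strong numbers were not always called active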
Lipid droplet cells 6.5 µM: further read-out of Lipid droplet, marked with its call; cell count; measured here: cell count, cytotoxicity flag;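 cells counted across two imaged fields per well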
T cell HTS vesicle-bound %: recorded beside T cell HTS, whose call it bears; double positive events, %; measured here: CD8+ vesicle-bound cell fraction;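 binding gate set so that unloaded-vesicle control wells show 10% double positive cells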
The depositor's hits bear a star; i = inactive.

SMILES	T cell HTS	T cell HTS vesicle-bound %	Lipid droplet	Lipid droplet cells 6.5 µM	PhoP inhibition
O=C(CN(Cc1ccccc1)S(=O)(=O)c1ccc(F)cc1)NCc1cccnc1	i	13	1	846	0%
Cc1cc(C)n2nc(C(=O)N3CCCC(Nc4ccc(C(C)C)cc4)C3)cc2n1 (stereo not drawn)	i	16	-2	714	0%
O=C(Nc1cccc2ccccc12)c1ccc([N+](=O)[O-])o1	i	59	-20	749	3%
CCOC(=O)c1ccc(NC(=O)NCCc2cnc[nH]2)cc1	i	37	-14	730	6%
CNC(=O)NC(=O)CSc1nc2sccc2c(=O)n1-c1ccccc1	i	14	-2	809	-2%
Cc1ccc2nc(-c3cccnc3)cc(C(=O)Nc3ccccc3[N+](=O)[O-])c2c1	i	63	12	915	10%
O=[N+]([O-])c1cccc(S(=O)(=O)Nc2ccc(S(=O)(=O)N3CCCC3)cc2)c1	i	33	12	712	-5%
O=C(Nc1cc(Cl)cc(Cl)c1)N1CCN(C(=O)C2CCCO2)CC1 (stereo not drawn)	i	20	-18	608	3%
COc1cc(/C=N/NS(=O)(=O)c2ccccc2)c(OC)c(OC)c1	i	22	4	823	-7%
O=C(Nc1ccc2[nH]ncc2c1)c1cccc(F)c1	i	60	-1	860	0%
c1ccc(OCC2CCNCC2)nc1	i	53	-2	822	4%
CCC(C)Nc1nc(N)c([N+](=O)[O-])c(NC2CCCCC2)n1 (stereo not drawn)	i	13	17	876	12%
Cc1ccc(NC(=O)CC2Oc3ccc(C)cc3NC2=O)c(C)c1 (stereo not drawn)	i	41	1	720	8%
O=C(CSc1nc(O)cc(=O)n1-c1ccc(Cl)c(Cl)c1)Nc1ccc(Cl)cc1Cl	i	26	-5	706	-1%
CSCC[C@H](NC(=O)N1CCn2c1nc1ccccc12)C(=O)NCc1ccc(C)cc1	i	35	-12	701	5%
C/C(=N\NC(=O)C1CC1)c1ccc(C(C)(C)C)cc1	i	5	-5	673	-4%
COc1c(N2CCN[C@H](C)C2)c(F)cc2c(=O)c(C(=O)O)cn(C3CC3)c12	i	22	-2	726	0.36µM*
Cc1ncsc1C(=O)N1CCCC(C(=O)c2ccc3ccccc3c2)C1 (stereo not drawn)	i	69	-6	844	-2%
COc1ccc(C(=O)CCS(=O)(=O)c2ccc(C)cc2)cc1	i	6	7	829	10%
Cc1cccc(CSCCNC(=O)CN2C(=O)c3ccccc3S2(=O)=O)c1	i	32	18	824	-2%
CCc1ccc(C(=O)NNC(=O)c2ccc(=O)n(C)n2)cc1	i	54	11	615	-4%
N#C/C(=C\c1cc(Br)ccc1F)C(=O)NC1CC1	i	64	22	687	1%
COc1ccc(NC(=O)c2cc3ccccc3o/c2=N\NS(=O)(=O)c2ccc(C)cc2)cc1	i	7	1	718	-5%
COc1cccc(NC(=O)CN2C(=O)COc3ccc(S(=O)(=O)N4CCCCCC4)cc32)c1	i	27	-1	673	4%
COc1ccc(C2C(C(=O)c3ccc(C)o3)=C(O)C(=O)N2CC2CCCO2)cc1OC (stereo not drawn)	i	0	-13	694	-4%
O=C(COc1ccc(S(=O)(=O)N2CCOCC2)cc1Cl)N1CCCC1	i	15	-30	715	6%
COC(=O)c1ccc(CNC(=O)C2CCC(=O)N(Cc3cccc(F)c3)C2)cc1 (stereo not drawn)	i	25	-13	693	-2%
COc1cc(NC(=O)C2CC(c3c(F)cccc3Cl)=NO2)c(OC)cc1Cl (stereo not drawn)	i	22	-14	755	-4%
COc1cc(C)ccc1OCc1cc(C(=O)N2C[C@H]3CC[C@H]2C3)no1	i	33	7	755	-1%
COc1ccccc1C(=O)OCCN=C1NS(=O)(=O)c2ccccc21	i	18	-28	720	-3%
C=CCCC(=O)N1CCC(CCC(=O)NC2CC2)CC1	i	27	-1	691	2%
COc1ccc(C(C(=O)NC2CCCC2)N(C(=O)CNC(=O)c2ccco2)c2cccnc2)cc1 (stereo not drawn)	i	14	1	804	-2%
Cc1ccc(NC(=O)CSCC(=O)Nc2ccc(S(=O)(=O)N3CCOCC3)cc2)cc1	i	14	-11	646	3%
CC(C)(C)NC(=O)Cn1c(SCC(=O)NC2CCCC2)nc2ccccc21	i	49	-9	716	2%
CCOc1ccc(NC(=O)CSc2nc(N3CCOCC3)nc(N3CCOCC3)n2)cc1	i	32	0	697	-2%
CC(=O)c1ccc(NC(=O)CSc2ccc(-c3ccco3)nn2)cc1	i	8	6	730	2%
O=C(Nc1ncc([N+](=O)[O-])s1)c1ccco1	i	33	-11	689	-13%
CCCCc1ccc(NC(=S)N2CCN(C(=O)OCC)CC2)cc1	i	58	-2	816	-2%
CSc1nnc(CNS(=O)(=O)c2ccc(F)cc2)n1C	i	31	-15	761	2%
CC1CC(C)CN(S(=O)(=O)c2ccc3c(c2)CCN3C(=O)CCC(=O)O)C1 (stereo not drawn)	i	26	-1	724	-3%
Cc1cccc(CN2CCC(n3nccc3NC(=O)c3ccccc3C)CC2)n1	i	5	-11	795	-4%
COc1ccc(/C=N\NC(=O)c2ccccc2F)cc1COc1ccc(F)cc1F	i	65	-159	332	2%
Cc1ccc(CNC(=O)C2CCC(=O)N(CCc3ccccn3)C2)s1 (stereo not drawn)	i	18	-16	654	0%
CC(=O)NC(Cc1ccc(F)cc1)C(=O)NC1CCN(S(=O)(=O)c2ccccc2)CC1 (stereo not drawn)	i	18	6	797	5%
CC(=O)c1ccc(N2CCN(C(=O)c3cc(-c4ccncc4)nc4ccc(Br)cc34)CC2)cc1	i	61	2	838	-1%
O=C(Nc1ccccn1)c1ccc(Br)s1	i	8	2	830	7%
COc1ccc(-c2sc(Nc3ccccc3)n[n+]2-c2ccc(F)cc2)cc1Br	i	31	0	822	-7%
Cc1cccn2c(=O)c3cc(C(=O)NCCc4ccccc4)c(=N)n(Cc4ccco4)c3nc12	i	34	2	764	0%
O=C(O)c1ccc(CNS(=O)(=O)c2ccc3ccccc3c2)cc1	i	54	0	850	1%
CS(=O)(=O)c1ccc(Cl)c(NC(=O)Cc2ccsc2)c1	i	21	7	873	-1%

Continuation:
SMILES	T cell HTS	T cell HTS vesicle-bound %	Lipid droplet	Lipid droplet cells 6.5 µM	PhoP inhibition
N#C/C(=C\c1ccncc1)c1ccc(NC(N)=O)cc1	i	21	-18	798	1%
COc1ccc(CN2CCCC(C(=O)N3CCCCC3)C2)cc1 (stereo not drawn)	i	40	-6	804	-9%
CC(=O)Nc1ccc(NC(=O)CCS(=O)(=O)c2ccc3c(c2)oc(=O)n3C)cc1	i	16	7	695	-7%
Cc1cc2occ(CC(=O)NNC(=O)c3ccccc3)c2cc1C	i	61	-11	813	-5%
Cc1ccc(Nc2nc(Cl)nc(NC(C)(C)C)n2)cc1	i	62	6	868	-4%
C=CCNC(=O)CN1CCN(C(c2ccccc2)c2ccccc2)CC1	i	36	4	777	6%
CCOc1ccc(-c2nc(CSCC(=O)NCC3CCCO3)c(C)o2)cc1 (stereo not drawn)	i	12	0	692	-5%
Cc1ccccc1-c1nc(-c2ccc(Br)o2)no1	i	39	2	732	4%
CCCOC1CCCN(C(=O)CCCn2nnnc2CN2CCOCC2)C1 (stereo not drawn)	i	9	-3	814	-5%
NC(=NCc1ccco1)NC(=O)c1ccccc1	i	18	-1	744	2%
COc1cc(NC(=O)Nc2c(C)n(C)n(-c3ccccc3)c2=O)cc(OC)c1OC	i	52	-2	783	-1%
Cc1ccccc1C(=O)N1CCC(C(=O)NCCc2ccc(S(N)(=O)=O)cc2)CC1	i	30	2	754	-1%
COc1ccc(CCn2c(O)c(C3=c4ccccc4=NC3=O)sc2=S)cc1OC	i	63	11	836	-3%
CCC(OC(=O)c1nsc(Cl)c1Cl)C(=O)NCC1CCCO1 (stereo not drawn)	i	35	7	819	-4%
CCc1cc(=O)oc2c3c(cc(OCC(=O)NCCN4CCOCC4)c12)OC(C)(C)CC3	i	54	-14	783	-8%
Cc1ccc(S(=O)(=O)Nc2cccc(-n3cnnn3)c2)cc1C(=O)O	i	41	7	730	6%
COc1ccc(NS(=O)(=O)c2ccc(OCC(=O)N3CCOCC3)cc2)cc1Cl	i	74	2	515	4%
COc1cccc(N=Nc2c(C)[nH]n(-c3ccccc3)c2=O)c1	i	7	51*	748*	-5%
CCCN(CCC)CCN1C(=O)C2C(C(=O)Nc3ccc(C)cc3)C3C=CC2(O3)C1C(=O)NC1CCCCC1 (stereo not drawn)	i	46	-17	766	3%
O=C(COC(=O)Cn1nnc2ccccc21)NC1CCCC1	i	17	-3	826	1%
CCc1ccccc1NC(=O)c1ccc(S(=O)(=O)NCC2CCCO2)cc1 (stereo not drawn)	i	24	15	764	1%
CC(C)(Oc1ccc(Cl)cc1)C(=O)Nc1ccc2oc(=O)ccc2c1	i	70	-20	869	5%
COc1ccc(CNC(=O)CC2(CC(=O)O)CCCCC2)cc1	i	41	-6	816	3%
O=C1CC(N2CCN(c3ccc(Cl)cc3)CC2)C(=O)N1c1ccccc1 (stereo not drawn)	i	66	-1	836	-3%
Cc1cccc(NS(=O)(=O)c2c(C(=O)N3CCCC3)c(C)n(C)c2C)c1	i	14	-7	721	2%
Cc1nnc(SCC(=O)Nc2ccc(Br)cc2)n(N)c1=O	i	70	39	848	-6%
Cc1ccc(S(=O)(=O)N2CCC(C(=O)N3CCC[C@H]3C(=O)NCC(C)C)CC2)cc1	i	12	-1	704	-5%
O=C1CC(N2CCN(c3ccccc3)CC2)C(=O)N1c1ccc(Cl)cc1 (stereo not drawn)	i	51	-37	759	-2%
Cc1ccc(S(=O)(=O)N2CCN(S(=O)(=O)N3CCCCC3)CC2)cc1C	i	34	-29	789	-9%
CCCCC(=O)Nc1nnc(/C=C/c2ccc(OC)cc2)s1	i	60	4	823	-3%
COc1cc(OC)c(C(=O)/C=C/c2ccc(OCc3ccccc3)c(OC)c2)c(OC)c1	i	61	-5	840	-2%
CC(=O)Nc1ccc(Nc2cc(C)c3ccccc3n2)cc1	i	62	4	844	-1%
Cc1ccccc1C(=O)N1CCN(c2ccc(NC(=O)Cc3ccccc3)cc2)CC1	i	65	-15	660	-5%
O=C1CCN(Cc2ccccc2)CCN1CCSc1ccccc1	i	28	0	840	-9%
COc1cc(OC)cc(C(=O)NCCNC(=O)c2ccccn2)c1	i	15	11	792	0%
CC1CCN(S(=O)(=O)c2cccc(S(=O)(=O)N3CCCC3)c2)CC1	i	19	-5	783	-5%
O=C(Nc1cccnc1Cl)c1cc(-c2ccc(Cl)cc2)on1	i	10	-5	715	2%
CCCN1C2CCCC1CC(NC(=O)c1ccc(OC)cc1)C2 (stereo not drawn)	i	21	-3	813	5%
CCC1CCCCN1CCCNC(=O)c1ccc2nc(N3CCCCC3)sc2c1 (stereo not drawn)	i	54	-1	715	2%
CSc1ccc(S(=O)(=O)N2CCC(C(=O)NCCCn3ccnc3)CC2)cc1	i	24	0	804	-6%
COc1ccc(-c2noc(CNC(=O)c3ccc4c(c3)OCO4)n2)cc1	i	17	2	817	8%
O=C(C1CCCC1)N1CCN(S(=O)(=O)c2cccc(Cl)c2Cl)CC1	i	29	4	828	5%
Cc1ccc(NC(=O)N2CCCC2C(=O)Nc2ccc3c(c2)OCCO3)cc1 (stereo not drawn)	i	44	-37	655	2%
COc1ccc(S(=O)(=O)N2CCN(c3ccccc3OC)CC2)cc1	i	63	-2	853	5%
CC1CCCCC1NC(=O)CN1CCC(NC(=O)c2cccc(F)c2)CC1 (stereo not drawn)	i	29	0	831	2%

Source: PubChem BioAssay (several laboratories)

The list is partial (hit frequency here may not be typical).
